Screens as filed in PubChem BioAssay.
HTR2A ag: mouse Htr2a agonists via beta-arrestin recruitment, primary screen, cell-based, luminescence. 5-hydroxytryptamine receptor 2A (Mus musculus), P35363. CHO-K1 mHTR2A beta-arrestin complementation; percent of 30 µM serotonin response. activation, % at 7.6 µM. 360,000 compounds, 0.66% hits. AID 624169, 2012;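 active means activation above a run cutoff, the mean activation of all tested compounds plus 3 SD, cut at about 14% in these data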;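 further: 0% = plate median of compound wells and 100% = 30 µM serotonin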
ABCB6 inh 2: ABCB6 transporter inhibitors, primary screen, K562-ABCB6 cells, flow cytometry, MLPCN library; ATP-binding cassette sub-family B member 6 (Homo sapiens), Q9NP58; K562-ABCB6 porphyrin accumulation, 1 h; hits give low values; fluorescence ratio to DMSO, % at 10 µM; 360,000 compounds, 0.19% hits;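 active means fluorescence ratio to DMSO below 75%, the collection mean minus 3 SD; inconclusive means too few cells collected in the well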;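 further: signal is porphyrin accumulated inside mitochondria; 100% equals median channel fluorescence of DMSO control wells; lower ratio means ABCB6 inhibition with less porphyrin fluorescence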
Vif imaging: HIV Vif self-association inhibitors, primary screen, imaging, HEK293T, single point | inhibition, % at 7.49 µM | AID 602346, 2012 | 340,000 compounds, 0.35% hits | HEK293T cells, Vif self-association by quenched fluorescence, 24 h; in the data active means inhibition above about 50%, passing the limit was not always enough; inconclusive means no clear call, values can overlap the other calls; inactive means below about 31%; further: some results filed as inactive read as strong as hits
Glyco luc inh: increase of ERlucT glycosylation luciferase signal, primary screen, N-linked glycosylation inhibitor project, D54 ERlucT cells, luminescence, set 2 | D54 ERlucT glycosylation luciferase reporter, 24 h; percent of 100 nM tunicamycin response | reporter increase, % at 12.5 µM | 360,000 compounds, 0.23% hits | AID 588692, 2011;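 active means mean luciferase reporter signal, scaled so untreated is 0 and the glycosylation-blocking control 100, at or above a set limit in every replicate; inconclusive means mean reaches the limit but not every replicate does; inactive means mean below the limit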;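 further: luciferase carries N-glycosylation sites so blocking glycosylation raises the light; 0% = median of neutral control wells and 100% = median of 100 nM tunicamycin wells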
PDI turbidity: inhibitors of human PDI, primary screen, biochemical, turbidity, single point, plate reader | Protein disulfide-isomerase (Homo sapiens), P07237 | PDI insulin aggregation turbidity, A650, 90 min | inhibition, % at 10 µM | 350,000 compounds, 0.052% hits;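 active means mean inhibition across replicates of 30% or more, whatever share of single replicates reach that level; inconclusive means mean inhibition below 30% while every single replicate reaches 30%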;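 further: absorbance from insulin aggregation driven by PDI reduction with DTT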
Target sequence (P07237 whole entry, looked up): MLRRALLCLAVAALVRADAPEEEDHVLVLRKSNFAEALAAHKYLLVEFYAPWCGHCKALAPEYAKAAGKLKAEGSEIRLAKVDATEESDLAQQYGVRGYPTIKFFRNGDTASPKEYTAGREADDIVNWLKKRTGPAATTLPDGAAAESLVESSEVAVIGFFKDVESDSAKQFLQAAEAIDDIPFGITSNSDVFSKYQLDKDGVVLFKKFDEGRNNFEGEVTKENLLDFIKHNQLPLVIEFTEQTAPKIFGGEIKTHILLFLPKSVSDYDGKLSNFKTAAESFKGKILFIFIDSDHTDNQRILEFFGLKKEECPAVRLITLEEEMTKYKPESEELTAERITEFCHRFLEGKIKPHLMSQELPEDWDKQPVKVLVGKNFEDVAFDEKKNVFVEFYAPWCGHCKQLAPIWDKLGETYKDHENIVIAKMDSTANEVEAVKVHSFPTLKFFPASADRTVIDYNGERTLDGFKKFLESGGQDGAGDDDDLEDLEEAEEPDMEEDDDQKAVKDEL
aDG glyco up: activators of alpha-DG glycosylation, primary screen, uHTS, Pro5-aDG cells, AlphaScreen. 360,000 compounds, 0.22% hits. alpha-DG glycosylation AlphaScreen (IIH6); 0% Pro5, 100% B10-LARGE cell signal. activation, % at 10 µM;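 active means activation of at least 8% versus controls, or a plate z-score of at least 8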;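 further: Pro5 are CHO cells carrying HIG-tagged alpha-DG that lacks glycosylation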
MC4R barr agon: MC4R agonists recruiting beta-arrestin, primary screen, cell-based, luminescence, agonist arm of biased-ligand search; 360,000 compounds, 0.98% hits; activation, % at 8.9 µM; Melanocortin receptor 4 (Homo sapiens), P32245; U2OS MC4R beta-arrestin complementation; percent of melanotan II response, DMSO zero;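 active means activation above a per-plate cutoff, the mean activation of sample wells on that plate plus 3 SD, cut at about 8% in these data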
Target sequence (P32245 whole entry, looked up): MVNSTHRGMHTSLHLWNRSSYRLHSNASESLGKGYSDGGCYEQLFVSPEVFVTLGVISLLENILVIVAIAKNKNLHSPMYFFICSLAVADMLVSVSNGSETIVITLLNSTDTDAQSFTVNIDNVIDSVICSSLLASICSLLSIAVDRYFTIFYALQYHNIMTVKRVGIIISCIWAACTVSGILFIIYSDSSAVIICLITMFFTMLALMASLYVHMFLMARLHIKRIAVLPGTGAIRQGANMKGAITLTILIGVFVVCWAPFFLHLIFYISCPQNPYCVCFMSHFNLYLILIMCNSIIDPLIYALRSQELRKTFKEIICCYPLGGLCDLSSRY
CaV13 FRET inh: Disruptors of the CACNA1D IQ motif to Ca2+-dependent inactivation inhibitor domain association, primary screening, Förster resonance energy transfer in intact living …; HEK cells, CFP/YFP FRET ICDI-IQ, plate reader, 10 min; percent FRET-ratio fall versus neutral wells; inhibition, % at 12.3 µM; 340,000 compounds, 0.098% hits; AID 743397;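 active means mean replicate inhibition of at least 30% and at least 1% of replicates passing that level; inconclusive means only one of the two criteria is met; inactive means neither criterion is met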;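 further: 0% = median of the neutral control wells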
MC4R antagonist: MC4R antagonists of cAMP signaling, primary screen, cell-based, TR-FRET, antagonist arm of biased-ligand search; MC4R-expressing cells, MTII-stimulated cAMP, LANCE TR-FRET; inhibition, % at 6.5 µM; 360,000 compounds, 0.48% hits; AID 540295, 2011;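 active means inhibition above its plate's cutoff, the mean of tested wells on that plate plus 3 SD, cut at about 29% in these data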;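 further: 0% = Melanotan II alone and 100% = Melanotan II plus saturating MCL0020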
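Assay system: U2OS cells stably expressing human melanocortin 4 receptor (MC4R) / Dosing: 6.5 µM / Timing: compound 30 min, challenge 1 h, detection 1 h / Measured by: Eu-cAMP/anti-cAMP TR-FRET, emission 671 nm / Replicates: singlicate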
Cardio protect: cardioprotection against H2O2-induced cell death, primary screen, uHTS, H9c2 cells, ATPLite luminescence; 360,000 compounds, 0.63% hits; H9c2 cardiomyocytes, H2O2 injury protection, 2 h; protection from H2O2 cell death, % at 20 µM;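 active means compounds giving at least 50% protection of heart cells from peroxide-induced death in the single-dose screen, raw or plate-pattern-corrected value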;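 further: 0% = DMSO wells with peroxide and 100% = DMSO wells without peroxide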
Active calls of the source: *; ? = inconclusive; / = no result given.

SMILES | HTR2A ag | ABCB6 inh 2 | Vif imaging | Glyco luc inh | PDI turbidity | aDG glyco up | MC4R barr agon | CaV13 FRET inh | MC4R antagonist | Cardio protect
NCCCC[C@H]1CN=C(N)N1CCC12CC3CC(CC(C3)C1)C2 | 4 | 87 | 8 | 1 | -5 | -0.1 | -1.6 | -6 | -1 | 1
O=C(Nc1ccccn1)c1ccc2c(c1)OCCO2 | -1 | 102 | 0 | -12 | 1 | 0.0 | -3.0 | -3 | 20 | -11
COc1ccccc1CCNC(=O)c1nc(-c2cccs2)no1 | -2 | 102 | 2 | -1 | 9 | 0.0 | -0.9 | 6 | 11 | -6
C=CCn1c(SCC(=O)Nc2sccc2C(N)=O)nc2ccccc2c1=O | -1 | 97 | -27 | 12 | -11 | 0.0 | 3.7 | -5 | -11 | -6
CC(C(O)c1cc(=O)c(OCc2ccccc2)co1)[N+](=O)[O-] (stereo not drawn) | 1 | 102 | -4 | 3 | 14 | 0.2 | -1.0 | -5 | -1 | 3
CSc1nc(S(=O)(=O)c2ccc(C)cc2)c(N2CCOCC2)s1 | -5 | 104 | -1 | -2 | -5 | -0.2 | 1.4 | -11 | 0 | 3
CCc1nc(N2CCN(C(=O)c3ccco3)CC2)c2c3c(sc2n1)CCCC3 | 0 | 96 | -6 | -1 | 10 | -0.1 | -1.1 | -4 | 13 | 9
CCOC(=O)N1CCN(Cc2nc3c(c(=O)n(C)c(=O)n3C)n2Cc2ccc(F)cc2)CC1 | 8 | 98 | 2 | 2 | / | 0.5 | 1.3 | 20 | 4 | 15
COC(=O)c1sccc1NC(=O)Cc1ccc(Br)cc1 | -2 | 99 | -8 | -5 | 4 | 0.1 | 3.6 | -2 | 23 | -6
c1csc(-n2nc3ccccc3n2)c1 | -8 | 91 | -8 | -4 | -5 | 0.0 | -1.0 | / | 6 | 4
Cc1ccc(S(=O)(=O)CCC(=O)OCC(=O)N(C)Cc2ccccc2)cc1 | -2 | 100 | -1 | 1 | -1 | 0.1 | 1.0 | -6 | 34* | 0
CCc1ccc(C(=O)CN2C(=O)C(C)N(c3ccc(C)cc3)C2=O)cc1 (stereo not drawn) | 2 | 88 | -1 | 2 | 16 | 0.5 | -2.0 | -4 | -1 | 1
COc1cc2c(cc1NC(=O)CSc1nnnn1-c1ccccc1)oc1ccccc12 | -2 | 96 | -5 | 2 | -3 | -0.3 | 37* | -6 | 10 | -12
CC(C)N1CSC(=S)N(Cc2ccccc2)C1 | 0 | 98 | 9 | -1 | -2 | 0.1 | 1.3 | -2 | 3 | -9
CCOc1ccc(CCNC(=O)Cn2nc(C)c3c(C)n(-c4ccccc4)nc3c2=O)cc1OCC | 3 | 100 | 22 | 0 | 2 | -0.5 | -2.2 | -7 | 2 | 1
CN(CC(=O)Nc1ccc(Cl)c(C(F)(F)F)c1)C(=O)C1CC(=O)N(c2ccc3c(c2)OCCO3)C1 (stereo not drawn) | -2 | 101 | -1 | 1 | 5 | 0.5 | -0.9 | -4 | -3 | -16
CC(C)[C@H](NC(=O)[C@@H]1Cc2c([nH]c3ccccc23)C2c3ccccc3C(=O)N21)C(=O)N1CCC[C@@H]1C(=O)O (stereo partly drawn) | 2 | 91 | -1 | -4 | / | -0.4 | -0.5 | / | 2 | 2
CCC1CN(C(=O)N2CCC(C(=O)Nc3ccccc3OC)CC2)c2ccccc2O1 (stereo not drawn) | -1 | 95 | 3 | 1 | -7 | 0.0 | -1.3 | -2 | 18 | 6
Cc1cc(C)nc(SCC(=O)Nc2ccc(Br)cn2)n1 | -3 | 101 | -1 | -3 | 3 | 0.0 | 0.7 | / | 7 | -10
Cc1c(C)n(Cc2ccccc2)c2ncnc(Cl)c12 | -3 | 93 | -30 | -7 | 2 | 1.3 | 0.2 | -4 | -3 | -17
C=CC[n+]1c(-c2ccccc2)csc1NC(C)(C)C | -3 | 96 | 3 | -1 | -10 | 0.0 | -1.4 | -7 | 5 | -7
O=S(=O)(c1ccc(F)c2ccccc12)N1CCCCC1 | 0 | 104 | 14 | -2 | 4 | -0.1 | -0.8 | / | 1 | -11
Cc1[nH]c2ccc(C(=O)NCCCN3CCN(C)CC3)cc2c1C | 1 | 99 | 31 | 0 | 1 | 0.2 | -1.4 | -17 | -2 | -2
COc1ccc(-c2ccc(CCC(=O)O)o2)cc1 | 8 | 101 | 0 | 2 | -4 | -0.2 | -0.5 | -7 | -14 | 4
CN1CCN(C(=O)/C(=C/c2cn(S(=O)(=O)N(C)C)c3ccccc23)NC(=O)c2ccccc2Cl)CC1 | 4 | 95 | -1 | 0 | -5 | -0.4 | 0.8 | -5 | 17 | 5
CCOC(=O)CN1C(c2ccc(O)cc2)Nc2ccc(Br)cc2C1c1ccccc1 (stereo not drawn) | 2 | 73* | -9 | -4 | 6 | -0.1 | 4.0 | -4 | 6 | -9
COc1ccc(C)cc1NC(=O)NCc1ccc(F)cc1 | -2 | 97 | 6 | 4 | 0 | 1.3 | -1.9 | -5 | 7 | -3
O=C(Cn1nnc2ccccc21)NNC(=O)c1ccccc1 | -4 | 95 | 9 | 0 | 6 | 0.0 | -2.0 | 1 | 1 | 2
Cc1ccc(C)c(S(=O)(=O)N2CCCC2CNC(=O)C(=O)NCCc2ccccc2)c1 (stereo not drawn) | 4 | 95 | -8 | 0 | 4 | -0.3 | -1.9 | -6 | -2 | 32
COc1cc2nc(Cl)nc(N3CCOCC3)c2cc1OC | 3 | 95 | 2 | 0 | -5 | 0.4 | -1.5 | -2 | 1 | 1
CCCCCc1nnc(NC(=O)c2ccc(=O)n(C)n2)s1 | 2 | 97 | -9 | 1 | 3 | 0.0 | -1.3 | 0 | 8 | 3
CC(=O)C1=CCC(c2ccc(Cl)cc2)N(S(=O)(=O)c2ccccc2C)C1 (stereo not drawn) | -6 | 93 | 8 | 3 | / | -0.1 | / | -3 | / | -1
Cc1ccc(-c2nc(C)sc2CC(=O)Nc2cccc(C)c2C)cc1 | -2 | 93 | 8 | -2 | -2 | 0.2 | -2.3 | -2 | 7 | -1
Cc1nn(C)cc1/C=C(/C#N)C(N)=O | 1 | 101 | 11 | 0 | -6 | -0.4 | -2.3 | -2 | 5 | -5
CC(C)(C)c1oc(C(=O)O)cc1CN1CCOCC1 | 1 | 98 | / | 0 | -2 | -0.2 | 0.1 | -5 | 2 | 8
Cc1cc(NC(=O)CSc2nc3c(C)cccc3cc2C#N)no1 | 4 | 105 | 7 | ? | 4 | -0.2 | 6.5 | -7 | -14 | -2
Cc1cc(/C=C2\Cc3ccccc3C2=O)c(C)n1-c1ccccc1 | 0 | 95 | / | -18 | -4 | -0.1 | -1.9 | -7 | 6 | -30
CC[C@]12c3[nH]c4ccc(Cl)cc4c3CCN1C(=O)[C@@H](CC(=O)NCc1ccc(OC)c(OC)c1)C[C@@H]2C(=O)N1CCN(C(=O)C2CC2)CC1 | -4 | 102 | / | 5 | 10 | -0.2 | -2.4 | -6 | -2 | -8
COc1ccc(C(=O)OCC(=O)NCCN2C(=O)CSC2=O)cc1[N+](=O)[O-] | 0 | 93 | 1 | 1 | -5 | -0.1 | 0.1 | -6 | 2 | 4
CCOC(=O)C1=CCN(S(=O)(=O)c2ccccc2)C1c1ccccc1 (stereo not drawn) | 0 | 98 | / | 0 | / | 0.1 | / | -5 | / | -2
CC(C)(C)NC(=O)C1Cc2ccccc2CN1C(=O)Nc1ccccc1Cl (stereo not drawn) | -1 | 99 | / | -3 | 6 | 0.2 | -1.1 | -5 | 2 | -2
Cc1ccc(S(=O)(=O)Nc2ccc3c(c2)C(=O)N([C@H](C)CO)C[C@H](C)[C@H](CN(C)C(=O)Nc2cccc4ccccc24)OCCCC[C@@H](C)O3)cc1 | 2 | 101 | / | 5 | 4 | -0.2 | 0.6 | -8 | 17 | -7
CCOc1cc(N2CCOCC2)c(OCC)cc1NC(=O)c1ccc(S(=O)(=O)N2CC(C)OC(C)C2)cc1 (stereo not drawn) | 10 | 102 | -6 | -1 | 0 | -0.1 | -1.1 | -3 | 3 | -1
Cc1ccc(N2C(=O)C3C4CC(=O)C(c5ccccc54)C3C2=O)cc1C (stereo not drawn) | 0 | 100 | 5 | -1 | -2 | 0.1 | 2.4 | -5 | 8 | 4
CC(C)N1C(=O)S/C(=C/c2cccnc2)C1=O | 1 | 95 | -6 | 2 | -3 | 0.7 | -1.5 | -7 | 0 | 3
COc1nc(N/N=C/c2ccc(-c3ccccc3[N+](=O)[O-])o2)nc(N2CCOCC2)n1 | -2 | 100 | -4 | 2 | 14 | -0.4 | 0.2 | -3 | 6 | 38
COc1ccc(OC)c(CCNC(=O)Cn2ccc3cc(S(=O)(=O)N4CCCC4)ccc32)c1 | 9 | 91 | -2 | 1 | -3 | 0.1 | 0.0 | -7 | 2 | 8
COc1ccc(CN2C(=O)C(CC(=O)NCc3cccs3)CC(C(=O)N(C)C)=C2C)cc1 (stereo not drawn) | -1 | 98 | / | 2 | -12 | -0.2 | -0.8 | -1 | 4 | -4
COC(=O)[C@@H]1CCCN1Cc1nc(Cc2ccccc2F)no1 | -1 | 97 | 4 | 2 | 3 | 0.0 | -3.0 | 12 | -4 | -2
CC(c1cccs1)N(Cc1ccco1)C(=S)Nc1ccccc1Cl (stereo not drawn) | 0 | 99 | -2 | 0 | 1 | -0.2 | -0.2 | -5 | 11 | -1
CCC(O)(CC)C(=O)NN(C(=O)Nc1csc2c1CCCC2)c1ccccc1 | 5 | 100 | -1 | 2 | -18 | 1.7 | -1.2 | -19 | 10 | -10
O=C(Cn1cnc2c(nnn2-c2cccc(F)c2)c1=O)Nc1ccc2c(c1)OCCO2 | -4 | 103 | -2 | -1 | 2 | -0.3 | -4.4 | -7 | -4 | -4
COc1ccc(-n2c(SC)nnc2-c2c[nH]c3ccccc23)cc1 | 2 | 106 | 1 | 0 | / | -0.3 | 0.2 | -5 | 0 | -2
